PTK2B oligo ant: antagonists of human Pyk2 oligomerization; AID 1347419; Q14289; Q293 cells, Pyk2 FERM NanoBiT luminescence; hits give low values; 99,000 tested, 0.83% active; z-score (the deposit names both 25 µM and 10 µM);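 active = Z-score of -3 or lower, scaled per plate to the spread of control and sample wells; inactive = z-score above -3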;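 note: negative z-score means lost luminescence so less FERM oligomerization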
IL1B cytotox: HUVEC cytotoxicity counter-screen, IL-1B stimulated; HUVEC cell count loss, Hoechst imaging; cell count reduction, % at 2 µM; 94,000 tested, 0.41% active; AID 845;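 active = cell count reduction more than 3 SD above the screen-wide mean, cut at about 70% in these data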;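 note: normalized per plate to untreated control cells as the no-loss baseline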
FAK blocker: inhibitors of human focal adhesion kinase | Q05397 | biochemical FAK kinase activity assay | inhibition, %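 (tested at 7 µM)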 | 97,000 tested, 0.84% active; in the data active = inhibition above about 19%;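 note: 0% = DMSO and 100% = reference compound high control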
LYP act: activators of human LYP (PTPN22) phosphatase; Q9Y2R2; 96,000 tested, 0.11% active; recombinant LYP, DiFMUP fluorescence; 0 = plate median, 100 = signal doubled; AID 697; activation, % at 2 µM;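 active = activation at 2 µM above a set limit, the mean plus 5 SD, cut at about 37% in these data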
TNFa cytotox: HUVEC cytotoxicity counter-screen, TNF alpha stimulated | 93,000 tested, 0.17% active | cell count reduction, % at 2 µM | HUVEC TNFalpha-stimulated, Hoechst cell count, imaging | AID 848;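 active = cell count reduction exceeding the screen mean by over 5 SD, scaled to untreated wells per plate, cut at about 78% in these data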;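 note: cells counted after 24 h of TNF alpha exposure following the 1 h pretreatment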
PTPN22 inh 2: inhibitors of human LYP (PTPN22) phosphatase; Q9Y2R2; recombinant LYP catalytic domain, DiFMUP fluorescence; inhibition, % at 2 µM; 96,000 tested, 0.21% active;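 active = inhibition at 2 µM at or above a set limit, the screen mean plus 3 SD, cut at about 24% in these data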;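 note: 0% = DMSO with enzyme and 100% = enzyme fully blocked by orthovanadate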
cytoskel mod: alters cytoskeleton assembly in HUVEC cells | inhibition, % at 2 µM | 91,000 tested, 0.18% active | HUVEC TNFa F-actin phalloidin imaging, high content;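 active = inhibition above the batch mean plus 3 SD and confirmed as a hit by visual image inspection, cut at about 30% in these data, passing the limit was not always enough; inconclusive = above the inhibition threshold but rejected on visual inspection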; note: strong numbers were not always called active
ERa SRC1 inh: blocks coactivator binding to human estrogen receptor alpha. P03372. TR-FRET ER-alpha LBD / SRC-1 peptide, estradiol-bound. inhibition, % at 25.6 µM. 86,000 tested, 1.7% active. AID 629; in the data active = inhibition above about 50%;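 note: 0% = receptor plus peptide control and 100% = peptide only without receptor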
Target sequence (P03372 whole entry, looked up, the tested form may be a part): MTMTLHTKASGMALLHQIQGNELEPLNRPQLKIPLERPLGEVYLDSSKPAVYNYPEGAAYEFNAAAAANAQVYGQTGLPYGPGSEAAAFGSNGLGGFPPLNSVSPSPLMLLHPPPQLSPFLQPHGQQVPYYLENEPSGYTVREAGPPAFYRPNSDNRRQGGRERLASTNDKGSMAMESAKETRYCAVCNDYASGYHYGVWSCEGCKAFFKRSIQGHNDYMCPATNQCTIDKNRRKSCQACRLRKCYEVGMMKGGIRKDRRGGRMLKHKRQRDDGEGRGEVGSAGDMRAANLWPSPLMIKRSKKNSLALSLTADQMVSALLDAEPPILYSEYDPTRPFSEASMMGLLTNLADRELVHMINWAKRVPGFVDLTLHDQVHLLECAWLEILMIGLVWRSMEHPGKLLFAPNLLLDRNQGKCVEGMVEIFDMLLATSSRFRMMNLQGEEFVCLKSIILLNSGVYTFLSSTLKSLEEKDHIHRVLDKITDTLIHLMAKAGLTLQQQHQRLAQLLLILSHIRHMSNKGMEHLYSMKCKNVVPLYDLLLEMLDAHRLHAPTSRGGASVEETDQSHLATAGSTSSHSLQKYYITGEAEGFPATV
VCAM1 TNFa inh: reduces TNF alpha induced VCAM1 expression in HUVEC; HUVEC TNFa-induced VCAM-1 immunofluorescence, high-content imaging; 95,000 tested, 0.48% active; inhibition, % at 2 µM;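 active = inhibition above the batch mean plus 3 SD, with images confirmed as a hit by eye, cut at about 37% in these data; inconclusive = inhibition above that limit but hit not confirmed in images; inactive = inhibition not above that limit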;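 note: 0% = TNF-stimulated DMSO wells and 100% = unstimulated control wells; not every result past the cut was called active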
* marks the source's active call; other numbers are inactive results; ? = inconclusive; . = no result given; [ ] = another dose, or the depositor's remark. No enrichment for hits; any-hit rate near 3.8%.

SMILES	PTK2B oligo ant	IL1B cytotox	FAK blocker	LYP act	TNFa cytotox	PTPN22 inh 2	cytoskel mod	ERa SRC1 inh	VCAM1 TNFa inh
COC(=O)CCN(C1CCCCC1)S(=O)(=O)c1ccc(S(=O)(=O)NC2CCCCC2)cc1	-0.98	-15.7	-3.3	-7.6	-16.2	8.6	-12.6	6.1	-16.3
Cc1ccc(NC(=S)Nc2ccc(Br)cc2)cc1	0.48	-13.3	-2.7	1.6	-41.4	3.8	-1.0	.	-21.4
Cc1noc(C)c1COC(=O)c1ccc(S(=O)(=O)NCc2ccco2)cc1	2.35	.	-3.1	-0.6	-6.7	-0.3	-6.3	22.5	6.7
CC1CCN(C(=O)c2cc(-c3ccc(Cl)c(Cl)c3)on2)CC1	0.59	-19.0	-1.9	-8.3	-14.3	5.6	-0.6	2.4	4.5
N#Cc1nc(-c2ccc(F)cc2)oc1N1CCCC1	-1.03	-15.3	6.1	-3.3	6.8	1.2	13.4	-2.7	-3.0
C(=C\c1ccccc1)/CSc1nnc(-c2cccnc2)n1Cc1ccco1	0.34	-11.5	1.6	-11.4	-9.2	8.3	-6.4	7.0	0.4
CC(C)CCNC(=O)NC(=O)CSc1nnc2ccccn12	1.5	21.4	0.7	-1.2	-26.5	-1.1	-11.5	-2.2	12.9
CSc1nc2ccc(S(=O)(=O)N3CCc4ccccc43)cc2s1	-2.15	-0.3	1.2	16.1	-17.7	-16.6	-5.9	-8.8	4.7
c1ccc(Cn2c(SCc3cn4cccnc4n3)nnc2-c2ccco2)cc1	0.63	-7.4	-0.3	4.0	-48.4	-5.9	0.6	.	-29.7
COc1ccc(CCNC(=O)c2c(O)c3c([nH]c2=O)CCCC3)cc1	3.94	10.0	-0.9	-4.2	-22.2	4.5	13.2	1.4	3.6

Only PTPN22 inh 2, VCAM1 TNFa inh and cytoskel mod (3 entries from above):
smiles | PTPN22 inh 2 | VCAM1 TNFa inh | cytoskel mod
CC(C)CCNC(=O)NC(=O)CSc1nnc2ccccn12 | -1.1 | 12.9 | -11.5
Cc1noc(C)c1COC(=O)c1ccc(S(=O)(=O)NCc2ccco2)cc1 | -0.3 | 6.7 | -6.3
COc1ccc(CCNC(=O)c2c(O)c3c([nH]c2=O)CCCC3)cc1 | 4.5 | 3.6 | 13.2

Remaining list, next part.
SMILES	PTK2B oligo ant	IL1B cytotox	FAK blocker	LYP act	TNFa cytotox	PTPN22 inh 2	cytoskel mod	ERa SRC1 inh	VCAM1 TNFa inh
COc1ccccc1CNC(=O)c1ccc(CS(=O)(=O)c2ccccc2OC)o1	2.12	-2.6	0.1	-5.9	-26.3	4.0	-83.5	-6.0	14.4
COc1ccc(C(=O)NNC(=S)NC(=O)c2ccco2)cc1	2.41	-8.5	0.7	-10.8	-0.6	15.3	1.6	.	20.6
COc1cccc(C(=O)Nc2ccc(N3CCN(Cc4ccccc4)CC3)cc2)c1	0.64	8.8	2.0	1.5	-38.5	-0.5	.	-5.6	3.3
O=C1CCCN1c1ccc(S(=O)(=O)Oc2ccc(Cl)cc2)cc1[N+](=O)[O-]	1.34	-28.2	0.8	0.8	-1.6	0.7	-25.6	.	5.0
O=C(Nc1ccccc1C(=O)NC(Cc1c[nH]c2ccccc12)C(=O)O)c1ccco1 (configuration not stated)	0.29	-5.6	-1.4	-6.6	3.0	3.7	-15.7	-3.9	11.6
Cc1ccccc1Nc1nc(-c2sc(NC(=O)c3ccco3)nc2C)cs1	.	-9.7	4.2	-8.5	-31.0	6.2	16.0	.	13.8
CCOC(=O)Cc1cc(-c2ccc(O)cc2)nc2ccc3ccccc3c12	-1.79	.	-1.1	11.9	-17.7	-6.1	4.8	.	?
COc1ccc2[nH]c(C)c(CCN(Cc3cccs3)C(=S)Nc3ccc(F)cc3)c2c1	.	-14.3	0.8	2.2	-4.3	-4.6	-7.3	-3.1	15.0
Cc1ccc(OC(=O)c2ccc3snnc3c2)cc1	0.53	-0.4	-12.1	-3.0	-11.3	5.0	-3.5	.	-0.2
Cc1ccccc1NC(=S)NC(=O)c1cc(-c2ccccc2)nc2ccccc12	0.08	-88.4	1.9	-0.8	4.5	4.9	-13.1	.	8.6
O=C(CN(c1ccc(F)cc1)S(=O)(=O)c1ccc2c(c1)OCCO2)NCc1ccccn1	-1.06	-4.0	2.6	-12.1	10.0	11.3	1.3	-7.5	2.0
O=c1[nH]c(N2CCc3ccccc3C2)nc2c1CCCC2	.	-10.3	-4.5	0.2	-27.6	2.3	22.9	0.3	22.6
CC(C)(C)C(=O)Nc1ccccc1N1CCN(C(=O)c2ccc(Cl)cc2)CC1	0.44	0.0	6.6	-12.7	5.0	10.1	-4.8	1.3	5.8
CCC(C)(C)n1nnnc1CN1CCC(O)(c2cccc(C(F)(F)F)c2)CC1	-0.93	10.4	0.3	-0.8	9.4	2.4	-17.1	-29.9	13.4
CCN1CCN(C(=O)CSCc2nc(-c3ccc(OC)c(OC)c3)oc2C)CC1	.	-33.3	-1.4	-5.3	-13.5	3.2	4.3	-9.9	8.5
O=C(c1ccccc1)N1CCc2ccccc21	-0.09	-2.0	1.0	6.0	0.0	-5.0	12.9	6.9[fluorescence artefact?]	-7.1
Cc1cc2nc(SCC(=O)N(C)C)c3c(c2cc1C)CCCC3	0.06	15.5	-2.4	-8.3	-21.0	11.3	-1.6	.	2.8
Cc1oncc1-c1cn2ccccc2n1	0.79	9.1	-1.9	-4.0	-30.5	3.3	3.1	11.3	9.1
CCCS(=O)(=O)N1CCCC(c2nc(-c3cccc(OC)c3)no2)C1 (configuration not stated)	0.43	-7.6	-1.0	-7.8	-15.0	7.2	9.7	-1.5	-1.0
Cc1nc2ccc(-n3ccc(=O)cc3)cc2s1	-0.1	9.0	-5.7	7.0	-38.9	-7.7	-11.7	1.1	-10.8
COc1ccc(OC)c(NC(=O)CSc2nnc(CNC(=O)c3ccco3)o2)c1	-0.54	9.6	-4.4	-0.9	-28.7	2.5	26.0	-0.2	16.4
Cc1ccc(C2CC(=O)NC(SCCC(C)C)=C2C#N)cc1 (configuration not stated)	.	12.4	2.3	-8.6	6.6	6.5	-3.5	-6.5	4.8
Cc1cccc(N2C(=S)N=C(Nc3c(C)cccc3C)C23CCOC(C)(C)C3)c1 (configuration not stated)	0.24	-2.1	-1.0	-2.5	-15.3	2.1	0.3	-4.0	2.0
Cn1ncc2cc(NC(=S)NC(=O)c3ccccc3)ccc21	-0.82	-15.0	17.1	12.7	-2.0	-9.7	9.0	.	-8.3
C=CCSc1nnc(CSc2nc3sc4c(c3c(=O)[nH]2)CCCC4)n1-c1ccccc1	-0.33	5.4	3.9	-16.9	-25.1	16.6	.	11.1	2.0
CC(=O)Nc1nonc1-c1nc2ccccc2n1CCC#N	-1.55	-9.4	-3.2	-1.2	-17.1	-0.2	-3.5	11.2	-17.2
CC(C)(C)c1ccc(/C=C/C(=O)NC2=NCCS2)cc1	-0.35	13.6	8.4	5.0	-31.8	-1.8	12.7	.	9.4
CCOC(=O)C1CCN(C(=O)c2cnn3c(C)cc(C)nc23)CC1	-0.03	6.6	-1.2	3.9	-10.8	-6.0	-3.9	-8.6[fluorescence artefact?]	-1.4
Cc1ccccc1NC(=O)CSC1=C(C#N)C(c2ccsc2)CC(=O)N1 (configuration not stated)	-0.35	21.6	-0.6	6.7	11.9	-5.7	8.1	8.7[fluorescence artefact?]	-22.5
Cn1nc(C(=O)Nc2cccc(C(F)(F)F)c2)c2ccccc2c1=O	-0.18	-2.5	0.3	0.8	.	-1.5	.	.	.
CC(C)OC(=O)CSc1nnc(-c2ccco2)n1N	-0.14	-48.3	1.7	5.7	.	-5.1	8.4	-20.7	-35.7
COCCN1C(=O)c2oc3cc(C)c(C)cc3c(=O)c2C1c1cccc(O)c1 (configuration not stated)	-1.71	-82.1	-2.5	4.0	8.7	-5.8	-10.8	-7.7	-18.2
O=C1C=C(NCc2ccncc2)CC(c2ccccc2)C1 (configuration not stated)	0.35	-5.1	3.1	3.0	-14.1	-5.2	-3.7	1.9	5.3
Cc1cccc(C)c1OC(=O)CSc1nnc(-c2ccccc2O)o1	0.94	-13.1	-1.1	-10.5	12.4	11.4	.	5.8	6.4
CCOc1ncccc1C(=O)Nc1ccc(Cl)cc1	-0.58	2.1	3.1	-6.8	10.1	3.5	-15.2	-4.2	-9.3
Cc1cc(C(=O)N2CCCc3ccccc32)no1	0.18	-27.3	-1.2	1.3	-12.6	-4.3	13.7	-0.8	19.4
COC(=O)[C@H](Cc1ccccc1)NC(=O)N1CC(C)OC(C)C1 (some centres not stated)	-0.4	19.8	5.4	-2.6	14.7	0.1	-24.9	-12.3	20.1
CCOC(=O)c1cc2c(nc1N)CC(C)(C)OC2	0.63	-11.0	-0.4	-14.1	-2.1	14.5	6.7	-7.4	-1.8
CSc1nc2ccc(NS(=O)(=O)c3ccc(Cl)s3)cc2s1	-2.55	10.7	-21.9	1.5	-6.1	-3.1	-17.8	10.5	0.6
COc1ccc(OCCNC(=O)C(c2ccccc2)c2ccccc2)cc1	0	27.3	2.3	4.0	-4.6	0.0	22.9	.	1.8
CCc1nc(NCc2ccc3c(c2)OCO3)c2oc3ccccc3c2n1	-0.34	-4.3	0.4	5.1	-2.1	-5.3	-19.7	7.2	9.0
CCOC(=O)c1sc(N)nc1-c1ccccc1	.	5.7	1.4	-3.4	9.2	0.4	5.4	-8.3	-4.8
COc1cccc2c(=O)n(CC(=O)N3CCCCCC3)ccc12	.	-11.1	-1.0	-3.6	4.8	3.1	-12.8	-0.1	10.5
COc1ccc2c(c1)CCc1c(C(=O)N3CC4(C)CC3CC(C)(C)C4)noc1-2 (configuration not stated)	-1.5	-58.2	-1.0	2.0	8.1	-4.9	-21.0	-0.6	90.6*
CCOc1cc(CO)c(Br)cc1OCC(=O)O	.	-44.7	-2.8	0.0	-13.0	-2.8	-5.3	6.0[fluorescence artefact?]	4.5
COC(=O)c1cc(NC(=O)CCc2c(C)nc3ncnn3c2C)cc(C(=O)OC)c1	2.13	12.4	-3.9	7.6	-23.8	-5.2	6.4	1.6[fluorescence artefact?]	-11.4
COc1ccc(NC(=O)CSc2nc(N)c(C#N)cc2C#N)cc1	-0.59	19.1	2.5	-0.8	-14.2	-0.6	2.0	.	13.2
CCOC(=O)C1=C(C)NC2=C(C(=O)CCC2)C1c1ccsc1 (configuration not stated)	.	-97.4	7.5	-2.5	-14.7	0.9	13.4	1.8[fluorescence artefact?]	6.0
CC1(C)Cc2c(C#N)c(N3CCN(C(=O)c4ccco4)CC3)nc(-c3ccco3)c2CS1	1.43	-22.6	7.8	0.7	13.2	-5.0	3.8	.	5.0
N#Cc1c2n(c3c(=O)n(Cc4ccc(Cl)cc4)cnc13)CCCCC2	-3.23*	-26.0	-3.0	7.4	-17.5	-10.2	-4.5	6.8	-10.6
Continuation.
SMILES	PTK2B oligo ant	IL1B cytotox	FAK blocker	LYP act	TNFa cytotox	PTPN22 inh 2	cytoskel mod	ERa SRC1 inh	VCAM1 TNFa inh
O=C(CCCN1C(=O)c2ccccc2C1=O)Oc1ccc(Cl)cc1	0.28	-3.8	1.0	-1.9	-17.1	4.1	-2.0	0.4	3.3
CCN1C(=O)NC2=C(C(=O)c3ccccc32)C1c1ccccc1F (configuration not stated)	-2.53	-24.0	15.2	4.8	-9.6	-5.6	3.8	-5.2	12.4
Cc1cc(=O)oc2cc(OC(=O)CCN3C(=O)c4ccccc4C3=O)ccc12	0.53	-61.3	5.0	11.6	-1.3	-8.4	-16.3	.	6.9
O=C(COc1ccc(Cl)cc1)NCc1nnc(SCC(=O)Nc2ccccc2)o1	-0.43	8.4	-0.5	-3.1	-25.7	3.0	8.7	-3.6	13.7
CCOc1ccccc1-c1nc2c([nH]1)c(=O)n(C)c(=O)n2C	0.67	-21.2	-2.2	2.0	-0.9	-2.4	30.1	6.7	-11.8
